HSP90 refold inh – HSP90 inhibitors, primary screen, cell lysate, luminescence. Rabbit reticulocyte lysate, luciferase refolding luminescence, 3 h. 290,000 compounds, 0.91% hits. AID 1789, 2009. inhibition, % at 5.6 µM;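 active = inhibition above the screen-wide mean plus 3 SD, computed separately per campaign, cut at about 16% in these data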;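 also: 0% = DMSO wells and 100% = 60 µM geldanamycin wells; inhibitors lower the luminescence because luciferase stays unfolded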
HSF-1 act – HSF-1 activators, primary screen, NIH3T3-HGL cells, MG132 stress, luminescence, single point; activation, % at 9 µM; AID 504408, 2011; 300,000 compounds, 1.7% hits; NIH3T3-HGL HSF-1 luciferase reporter, 8 h; 100% = twice DMSO control signal;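 active = mean replicate activation of at least 50% with a set share of replicates each reaching 50%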;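 also: 0% = median of the neutral control wells and 100% = twice that signal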
GSK3B inh – human GSK3beta kinase inhibitors, primary screen, biochemical, cell-free homogeneous, HTS; AID 2097, 2009; activity score (negative = inhibition), % at 10 µM; 300,000 compounds, 0.038% hits; GST-GSK3beta kinase, ADP-Glo luminescence, 60 min; active compounds read low;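 active = more than half of replicate wells score below -50%, meaning over 50% inhibition versus plate controls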;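 also: 0% = median DMSO wells and -100% = median GW8510 positive control wells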
Target sequence (P49841 whole entry, looked up): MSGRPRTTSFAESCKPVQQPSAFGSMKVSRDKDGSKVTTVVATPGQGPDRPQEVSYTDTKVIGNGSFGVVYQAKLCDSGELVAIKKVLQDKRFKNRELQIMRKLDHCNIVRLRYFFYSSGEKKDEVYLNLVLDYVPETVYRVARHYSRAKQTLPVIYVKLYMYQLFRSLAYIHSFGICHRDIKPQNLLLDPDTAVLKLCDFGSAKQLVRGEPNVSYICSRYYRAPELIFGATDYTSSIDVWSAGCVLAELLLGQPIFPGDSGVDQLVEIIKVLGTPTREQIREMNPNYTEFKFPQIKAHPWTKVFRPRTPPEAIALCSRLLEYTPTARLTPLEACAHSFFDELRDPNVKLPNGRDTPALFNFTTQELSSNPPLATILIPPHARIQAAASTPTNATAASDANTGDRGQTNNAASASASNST
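Assay system: GST-tagged human GSK3beta kinase, cell-free; Input: 1.6 ng GSK3beta; Medium: Tris/MgCl2 kinase buffer; Timing: 60 min enzyme reaction, room temperature; Signal: ADP-Glo luminescence quantifying ADP generated by kinase; Evaluation: score relative to plate controls; Benchmarks: DMSO neutral wells and GW8510 at 20 µM as positive.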
Platelet DG rel – inhibitors of platelet dense granule secretion, primary screen, cell-based, MLPCN, human platelets; human platelet-rich plasma, SFLLRN dense granule ATP release, luminescence; inhibition, %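 (compounds screened at 7.5 µM in platelet-rich plasma)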; 300,000 compounds, 0.22% hits; AID 1663, 2009;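 active = mean replicate score, as percent of positive control, at or above 50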
KLF5 inh – KLF5 expression inhibitors, primary screen, DLD-1 cells, luminescence; DLD-1 KLF5 promoter-luciferase reporter; inhibition, % at 5 µM; 290,000 compounds, 0.23% hits;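 active = inhibition above a per-plate limit of that plate's mean compound inhibition plus 3 SD, cut at about 60% in these data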;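 also: 0% = DMSO wells and 100% = LY294002 at 200 µM; higher means less KLF5 promoter-driven luciferase light; inactives centre near -14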
IEC-6 tox – cytotoxicity in IEC-6 intestinal epithelial cells, primary screen, cytotoxicity control for KLF5 inhibitor project, cell-based, luminescence; IEC-6 cytotoxicity, luminescence viability; inhibition, % at 5 µM; 290,000 compounds, 0.78% hits; in the data active = inhibition above about 22%;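 also: 0% = plate median of test compound wells and 100% = cytotoxic reference compound wells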
GSK3A inh – blockers of GSK3A enzyme activity – biochemical, luminescence, cell-free homogeneous, HTS, primary screen. 320,000 compounds, 0.1% hits. AID 2650, 2010. Glycogen synthase kinase-3 alpha (Homo sapiens), P49840. GSK-3 alpha kinase, ADP-Glo luminescence, 60 min. inhibition, % at 10 µM;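 in the data active = inhibition above about 50%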;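 also: GST-tagged GSK-3 alpha with peptide substrate and 25 µM ATP; 0% = DMSO neutral wells and 100% = GW8510 positive control wells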
Target sequence (P49840 whole entry, looked up): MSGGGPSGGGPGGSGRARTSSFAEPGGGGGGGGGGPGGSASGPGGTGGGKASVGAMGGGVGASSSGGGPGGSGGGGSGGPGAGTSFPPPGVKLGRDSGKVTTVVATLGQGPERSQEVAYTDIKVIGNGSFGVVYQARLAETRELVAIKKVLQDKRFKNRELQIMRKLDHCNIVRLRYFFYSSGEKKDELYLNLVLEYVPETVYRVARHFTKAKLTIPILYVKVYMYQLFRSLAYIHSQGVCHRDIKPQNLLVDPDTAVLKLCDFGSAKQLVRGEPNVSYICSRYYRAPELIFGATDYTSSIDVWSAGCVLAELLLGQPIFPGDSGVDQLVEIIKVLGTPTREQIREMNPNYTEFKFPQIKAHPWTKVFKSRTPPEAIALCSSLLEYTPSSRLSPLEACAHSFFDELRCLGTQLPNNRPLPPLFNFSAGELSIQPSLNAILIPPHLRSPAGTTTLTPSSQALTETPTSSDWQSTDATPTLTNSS
Dyrk1A ADPGlo – rat Dyrk1A kinase inhibitors, primary screen, biochemical, single point, plate reader; ADP-Glo luminescence, NFATc1 peptide; 310,000 compounds, 0.43% hits; inhibition, % at 12.5 µM; Dual specificity tyrosine-phosphorylation-regulated kinase 1A (Rattus norvegicus), Q63470; in the data active = inhibition above about 50%;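 also: plate controls were vehicle with enzyme for no effect and no enzyme for full effect; many of its hits are not listed in these tables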
HSF1 inhib – HSF1 inhibitors in luciferase reporter cells, primary screen, cell-based, NIH3T3, luminescence | NIH3T3-HGL HSE-luciferase, MG132-induced, luminescence 8 h; active compounds read low | activity change, negative = inhibition, % at 7.5 µM (by protocol) | 300,000 compounds, 0.77% hits;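 active = more than half of replicate wells show activity change below -50%, luminescence cut by over half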;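 also: luciferase reports HSF-1 transcriptional activity via heat shock element; 0% = median of DMSO wells and -100% = zero luminescence signal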
aSyn 5UTR inh – MLPCN primary screen, SNCA 5' untranslated region. alpha-synuclein 5'UTR reporter, inhibitor activity. inhibition, % (tested at 7.5 µM). 300,000 compounds, 0.82% hits; in the data active = inhibition above about 60%;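 also: H4 neuroglioblastoma cells stably carrying SNCA 5'UTR luciferase fusion; 0% = DMSO wells and 100% = positive control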
An asterisk follows results filed as active; x = not tested or not shown.

Results follow in this order: HSP90 refold inh	HSF-1 act	GSK3B inh	Platelet DG rel	KLF5 inh	IEC-6 tox	GSK3A inh	Dyrk1A ADPGlo	HSF1 inhib	aSyn 5UTR inh
> CS(=O)(=O)N(Cc1ccccc1)c1ccc(C(=O)N2CCc3ccccc3C2)cc1
 : -1	8	1	-5	-2	2	1	-2	-1	5
> O=C(CSc1n[nH]c(-c2ccncc2)n1)Nc1ccc(Cl)c(C(=O)O)c1
 : -3	9	2	-2	-6	-1	2	5	0	15
> CCCCCC(=O)NNC1CC(=O)N(c2ccccc2)C1=O (stereo not drawn)
 : -2	5	1	-18	1	0	-2	x	0	-8
> COc1ccc2oc(=O)c(C(=O)O)cc2c1
 : 7	47	-1	-13	-34	-6	2	28	11	13
> O=C(CCNC(=O)c1ccc(Br)o1)NCc1ccccn1
 : 2	-8	5	-1	-9	-6	-2	3	-6	14
> O=C(CCc1nc(-c2ccccc2Cl)no1)NCC1CCCO1 (stereo not drawn)
 : -2	-17	1	4	7	5	-5	-3	-4	7
> Cc1ccc(OCCN(C)C(=O)C2CCC(=O)N(Cc3ccccc3F)C2)cc1 (stereo not drawn)
 : -1	-12	1	-4	-18	4	1	-4	5	-9
> COc1ccc(CCN(C)C(=O)c2cc(S(=O)(=O)N3CCCCC3)ccc2Cl)cc1OC
 : x	-7	2	-5	x	x	1	0	-4	26
> COC(=O)Cc1ccc(NC(=O)c2ccc3c(c2)C(=O)N(CC2CCCO2)C3=O)cc1 (stereo not drawn)
 : -2	-17	-2	18	-42	-4	1	6	-4	7
> COc1ccc(-c2nn(CCC#N)cc2C(=O)Nc2ccccn2)cc1OC
 : -1	-1	1	9	-23	4	1	-4	-6	8
> Cc1ccccc1NC(=O)c1ccc(F)c(S(=O)(=O)N2CCN(c3ccccn3)CC2)c1
 : 3	5	3	7	-23	1	x	-1	7	4
> Cc1ccc(C(=O)N/C(=C/c2cccs2)C(=O)NCCCn2ccnc2)cc1
 : 3	-7	5	-8	-19	3	0	3	-1	8
> Cc1ccc(C(=O)NCCCNCCCNC(=O)c2ccc(C)nc2)cn1
 : -2	11	0	-7	-27	-4	2	1	-8	8
> Cc1ccccc1CSc1nnc(C)c(=O)n1N
 : -2	-2	2	1	-3	-5	-5	-7	3	-17
> COCC1CCN(C(=O)c2ccc(OC3CCN(Cc4ccccn4)CC3)cc2)C1 (stereo not drawn)
 : 0	-7	1	-8	-15	12	-2	-2	-6	-3
> COc1ccccc1C(=O)NC(=O)COC(=O)c1ccc([N+](=O)[O-])cc1Cl
 : x	12	1	-6	x	x	-1	14	-7	-1
> CCOc1cc2[nH]c(=S)n(Cc3ccc(C(=O)N4CCN(C)CC4)cc3)c(=O)c2cc1OCC
 : 3	10	-3	-19	6	2	0	-10	3	86*
> COc1ccccc1N1CCN(C2CCCN(C(=O)CCn3cncn3)C2)CC1 (stereo not drawn)
 : 4	-5	-3	2	3	6	0	2	-4	-20
> O=C(NC(=S)NCC1CCCO1)c1ccccc1F (stereo not drawn)
 : 2	4	0	14	-45	6	0	3	4	-42
> CCC(C)C(N)C(=O)NC(CCC(=O)OCc1ccccc1)C(N)=O (stereo not drawn)
 : -5	-2	1	-5	19	-3	-5	2	-8	-13
> CCOc1cc(C2C3=C(CC(C)(C)CC3=O)N(CCCOC)C3=C2C(=O)CC(C)(C)C3)ccc1OC
 : 0	-11	0	1	-26	3	-5	-2	-6	18
> Cn1c(=O)cc(Nc2ccc(Cl)cc2)[nH]c1=O
 : -3	-3	0	13	9	2	-5	6	-13	20
> Cc1cc(C)cc(C(=O)NC(CC(N)=O)c2ccc(N3CCCCCC3)c([N+](=O)[O-])c2)c1 (stereo not drawn)
 : 1	8	11	-1	-11	-2	2	-8	-1	15
> COc1ccc(C(=O)NCCCNC(=O)c2ccccn2)cc1
 : -6	5	-3	17	-22	7	0	x	-2	17
> COc1ccc(C(CNC(=O)CCNC(=O)c2ccc(Br)cc2)N2CCOCC2)cc1 (stereo not drawn)
 : x	-8	0	-11	x	x	2	x	2	7
> Nc1nc(CCl)nc(Nc2ccccc2)n1
 : 3	15	-1	-3	-11	-2	2	-1	7	-53
> CCS(=O)(=O)c1ccc(C(=O)Nc2ccccc2)c(Cl)c1Cl
 : 3	37	-1	-4	12	12	-1	10	10	-17
> CCCCn1c(N)c(N(Cc2ccccc2OC)C(=O)COc2ccccc2C#N)c(=O)[nH]c1=O
 : 0	5	1	-2	9	-5	-1	-2	-17	26
> CC(=O)Nc1ccc(SC[C@H](CC(C)C)N2CCN(CC(C)C)CCC2=O)cc1
 : x	-13	-1	6	x	x	x	x	6	16
> O=c1oc(-c2ccccc2F)nc2scc(-c3ccccc3)c12
 : 9	-14	1	-3	-18	2	0	x	-16	-57
> CCN(CC)S(=O)(=O)c1ccc(N2CCOCC2)c(NCC(=O)Nc2ccc(F)cc2)c1
 : 0	8	-1	3	-4	-3	0	1	8	28
> CC(=O)C(C)Oc1ccc2c3c(c(=O)oc2c1)CCCCC3 (stereo not drawn)
 : 1	32	0	1	-67	1	3	7	10	-109
> CC(=O)Nc1ccc(NC(C)=O)s1
 : 8	17	0	-14	10	2	2	-2	-5	-14
> COc1ccc(/C=C/C2=NN(C)C(=O)CC2)cc1
 : -3	37	-2	43	-58	0	1	1	13	-120
> CC(C)c1nc2oc3c(NCCO)ncnc3c2c2c1COC(C)(C)C2
 : 0	13	5	-16	-11	-3	0	-8	0	34
> CN1CCN(S(=O)(=O)c2cccc(C(=O)NCc3ccc(Cl)cc3)c2)CC1
 : 1	7	5	-31	-26	4	-3	x	-2	-5
> CCCN(CCC)C(=O)CCS(=O)(=O)c1cccc2nsnc12
 : 2	-13	3	-2	-1	-2	-1	2	7	-4
> COc1ccc(NC(=O)c2ccc3c(c2)OCO3)cc1
 : 19*	28	x	0	-58	5	0	12	12	-53
> CC(C)OC(=O)N(C)c1ccc(C(O)(C(F)(F)F)C(F)(F)F)cc1
 : 0	26	2	5	-84	3	-3	-14	-6	-36
> Cc1cccc(C)c1NC(=S)N(C)CCc1ccccn1
 : -2	1	2	20	0	-10	-2	1	-5	7
> COc1ccc(/C=C/C(=O)OCC(=O)Nc2c(C)cccc2C)cc1
 : -2	-7	1	-5	-11	-2	-1	-1	-11	-8
> O=C(O)COc1ccccc1/C=N/NC(=O)c1cccc(S(=O)(=O)N2CCOCC2)c1
 : 1	-1	2	-8	-16	-1	-4	x	-10	4
> CCOC(=O)C1CCN(C(c2cc3ccc(C)cc3[nH]c2=O)c2nnnn2C2CCCCC2)CC1 (stereo not drawn)
 : 5	0	1	-3	-43	4	-1	10	6	6
> CCC(C)(C)NC(=O)/C=C/c1cccs1
 : -1	7	3	3	3	-4	0	-2	6	5
> CCCC(=O)Nc1nnc(COC)s1
 : 0	x	x	x	-21	4	-1	-12	x	x
> O=C(CN1CCOCC1)NCc1ccccc1Cl
 : -4	-2	0	-25	-24	0	0	2	2	-13
> Cc1ccccc1CN(c1ccc(C(=O)NCc2cccnc2)cc1)S(C)(=O)=O
 : 1	-12	-1	-13	-16	3	2	-7	-6	14
> Cc1nc2ccc(NC(=O)c3cncc(Br)c3)cc2s1
 : -3	8	2	5	39	88*	-2	x	1	-87
> CC(=O)c1cccc(NC(=O)C2CCCN2S(=O)(=O)c2cccc3nsnc23)c1 (stereo not drawn)
 : -4	3	-1	28	4	2	4	7	1	17
> Cc1ccc(NC(=O)c2cnccn2)cc1
 : -2	4	1	-1	-72	-9	1	-2	3	-82

Following part:
Results follow in this order: HSP90 refold inh	HSF-1 act	GSK3B inh	Platelet DG rel	KLF5 inh	IEC-6 tox	GSK3A inh	Dyrk1A ADPGlo	HSF1 inhib	aSyn 5UTR inh
> COc1cc(C(=O)OCCCN(C)C)cc(OC)c1OC
 : 0	12	-4	-7	-10	-4	-4	-7	-1	15
> COc1ccc(NC(=O)CSc2nnc(-c3ccccc3C)n2C)cc1
 : 4	0	3	-2	-7	0	-1	1	-4	0
> Cc1cccnc1NC(=O)c1ccc(Cl)c(S(=O)(=O)N2CCCCC2)c1
 : x	6	2	-9	x	x	2	0	-4	10
> O=C(CC1CCCCC1)NCc1ccc(F)cc1
 : -1	8	-4	2	-59	0	-11	x	-2	-72
> Cc1ccccc1CNC(=O)c1ccccc1N
 : 3	4	-5	-2	-30	-2	x	-5	-3	-22
> O=C(COc1ccccc1)N=C1SC2CS(=O)(=O)CC2N1c1cccc(F)c1 (stereo not drawn)
 : -1	4	0	2	-15	-5	-3	-5	-1	13
> NS(=O)(=O)c1ccc(CNC(=O)/C=C/c2c(Cl)cccc2Cl)cc1
 : -2	1	4	-2	-33	-1	-1	x	-7	-2
> O=C1NC(=Nc2ccccc2)S/C1=C\c1cccnc1
 : 0	13	-3	24	-23	2	-2	0	-4	5
> COc1cc(C(=O)NC(=S)N(CCc2ccccc2)CCc2ccccc2)cc(OC)c1OC
 : 1	20	-27	7	-4	6	0	2	-5	69*

Screens as filed in PubChem.

Not all compounds are listed (hit frequency here may not be typical).
